Screens from PubChem BioAssay.
PI5P4K alpha inh – inhibitors of human PI5P4K alpha | AID 652105 | PI5P4Kalpha enzyme, ADP-Glo luminescence, 60 min; hits give low values | max response, % | 330,000 tested, 1.2% active | P48426; active = max response of -50% or lower; inconclusive = between -30% and -50%; inactive = -30% or higher; also: value at the top dose of about 77 µM; % is scaled to controls: 0 for no effect and ±100 for the full control effect
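Reactions run in 0.038 M HEPES pH 7.4, 0.28 mM EGTA, 0.1% CHAPS and 5% DMSO, with PI5P4Kalpha, substrate, compound and 5 microM ATP final, one hour at room temperature. Readout is ADP-Glo luminescence.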
GLP1R ag – agonists of human GLP-1 receptor. P43220. Potency, µM (top dose mostly 45.6 µM), for the others: at the top dose activation, most hits filed as activators. HEK293 GLP-1R CRE-luciferase, luminescence, 4-6 h; cells express a hypersensitive GLP-1R form. 380,000 tested, 0.007% active; also: potency is read from the fitted curve at half-maximal effect; % of control where 0% means no effect
IL2 activator – activates IL-2 in a cell-based reporter assay; IL-2 activation reporter assay, cell-based qHTS; stimulated with anti-CD3/CD4/CD28 beads; in transgenic mouse T cells; activation, % (series mostly up to about 46 µM); 360,000 tested, 0.065% active; AID 652025; in the data active = activation above about 50%; inconclusive = mostly about 30% to 49%; also: 0% is about no effect
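EGFP and DsRed fluorescence is measured by plate cytometry in unstimulated transgenic mouse T cells exposed to compound for 60 minutes, then stimulated 18 hours at 37 degrees C with anti-CD3/anti-CD4 beads plus anti-CD28.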
HEK293 tox – cytotoxic in the GLP-1 receptor inverse agonist counter-screen; HEK293 cAMP-luciferase reporter cells, luminescence, 24 h; Potency, µM (titrated, usually from 38.3 µM), for inactives: at the top dose activity change, negative = inhibition, actives largely listed as inhibitors; 410,000 tested, 0.13% active; AID 624418;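 also: loss of luciferase light is scored as toxicity; potency is read from the fitted curve at half-maximal effect; % is scaled to controls: 0 for no effect and ±100 for the full control effect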
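Cells in DMEM/10% Nu serum/1% pen-strep, 1536-well format. Pre-incubated 12 h, dosed with 23 nL compound, incubated a further 24 h. Luciferase detection, 12 min at room temp, luminescence.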
WRN helicase inh – WRN helicase (human) inhibition | Potency, µM (series often up to 114 µM), for the others: at the top dose activity change, negative = inhibition, actives largely listed as inhibitors | WRN helicase unwinding, fluorescent forked duplex, kinetic | AID 651768 | Q14191 | 360,000 tested, 0.46% active; also: potency is read from the fitted curve at half-maximal effect; % is scaled to controls: 0 for no effect and ±100 for the full control effect; nearly all actives have a fitted effect of over 55% in size
Target sequence (Q14191 whole entry, looked up): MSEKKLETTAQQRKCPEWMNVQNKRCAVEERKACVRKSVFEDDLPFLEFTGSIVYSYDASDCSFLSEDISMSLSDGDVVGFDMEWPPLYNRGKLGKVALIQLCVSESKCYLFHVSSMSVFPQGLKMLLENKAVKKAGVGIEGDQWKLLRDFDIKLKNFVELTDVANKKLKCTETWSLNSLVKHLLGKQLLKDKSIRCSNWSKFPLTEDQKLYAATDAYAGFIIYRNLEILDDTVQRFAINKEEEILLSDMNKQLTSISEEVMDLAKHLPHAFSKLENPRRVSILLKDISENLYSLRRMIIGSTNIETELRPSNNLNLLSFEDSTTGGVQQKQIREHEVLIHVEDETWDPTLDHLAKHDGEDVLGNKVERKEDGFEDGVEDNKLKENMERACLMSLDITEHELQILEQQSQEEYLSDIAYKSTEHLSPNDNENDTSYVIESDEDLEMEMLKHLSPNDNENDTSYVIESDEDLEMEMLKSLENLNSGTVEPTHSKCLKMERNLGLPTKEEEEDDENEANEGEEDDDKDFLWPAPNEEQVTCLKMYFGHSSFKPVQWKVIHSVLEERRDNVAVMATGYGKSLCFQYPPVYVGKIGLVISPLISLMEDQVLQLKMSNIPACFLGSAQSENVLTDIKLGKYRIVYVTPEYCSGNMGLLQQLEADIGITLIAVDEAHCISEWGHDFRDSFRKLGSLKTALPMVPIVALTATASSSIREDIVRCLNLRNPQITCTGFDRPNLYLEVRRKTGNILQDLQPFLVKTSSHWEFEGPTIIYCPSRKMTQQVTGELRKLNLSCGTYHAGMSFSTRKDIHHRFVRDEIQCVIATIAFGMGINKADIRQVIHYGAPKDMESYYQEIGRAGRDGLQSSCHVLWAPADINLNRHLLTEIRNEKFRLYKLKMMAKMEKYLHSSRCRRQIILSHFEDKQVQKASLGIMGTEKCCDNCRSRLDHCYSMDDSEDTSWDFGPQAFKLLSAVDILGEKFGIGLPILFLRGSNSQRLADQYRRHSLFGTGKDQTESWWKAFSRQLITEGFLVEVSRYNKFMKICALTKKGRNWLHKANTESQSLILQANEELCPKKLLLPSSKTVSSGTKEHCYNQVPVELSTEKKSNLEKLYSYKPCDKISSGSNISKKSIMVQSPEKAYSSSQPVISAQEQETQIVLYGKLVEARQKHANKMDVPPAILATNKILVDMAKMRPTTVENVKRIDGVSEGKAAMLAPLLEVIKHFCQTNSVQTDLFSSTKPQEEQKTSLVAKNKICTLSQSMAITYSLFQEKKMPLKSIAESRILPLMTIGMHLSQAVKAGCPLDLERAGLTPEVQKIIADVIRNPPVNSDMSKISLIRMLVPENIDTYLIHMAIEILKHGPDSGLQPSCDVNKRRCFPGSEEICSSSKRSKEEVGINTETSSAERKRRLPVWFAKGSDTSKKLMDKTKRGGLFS
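Kinetic fluorescence helicase assay: unwinding of a quenched forked DNA duplex (100 nM final) with 2 mM ATP final raises red fluorescence (525/598 nm). Compounds sat 15 min at room temperature with 20 nM WRN beforehand.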
D3 ag – agonists of human D3 dopamine receptor; P35462; D3R DiscoveRx beta-arrestin cells, luminescence, 90 min; max activation, %; 410,000 tested, 0.58% active; in the data active = max activation above about 30%; also: 0% is about no effect; mostly tested at two doses, the higher about 12 µM
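Agonist-mode cell screen: cells plated at 1500/well and incubated overnight at 37 °C, then exposed to library compounds for 90 min at 37 °C. Detection reagent was added for 30–60 min at room temperature, and luminescence was read.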
GLP1R inv ag – inverse agonists of human GLP-1 receptor; 410,000 tested, 1.6% active; HEK293 GLP-1R CRE-luciferase, luminescence, 24 h; GLP-1R form is constitutively active; Potency, µM (highest dose often 38.3 µM), for the others: top-dose activity change, negative = inhibition, hits mostly inhibitors; P43220; also: potency is read from the fitted curve at half-maximal effect; % is scaled to controls: 0 for no effect and ±100 for the full control effect; nearly all actives have a fitted effect of over 55% in size
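Cells are plated, allowed 12 hours at 37 deg C, then treated with compounds for 24 hr before luciferase detection reagent is added and luminescence is read after 12 min at room temperature. The HEK293 line carries constitutively active GLP-1R with a cAMP-responsive reporter.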
PLK1 PBD inh – inhibitors of human PLK1 polo-box domain binding; Potency, µM, without a hit: max response, negative = inhibition, most hits filed as inhibitors; AID 720504; Plk1 PBD binding of FITC phosphopeptide, fluorescence polarization; 360,000 tested, 2.8% active; also: potency is read from the fitted curve at half-maximal effect; series mostly up to about 57 µM; % is scaled to controls: 0 for no effect and ±100 for the full control effect; nearly all actives have a fitted effect of over 65% in size
D3 antag – antagonists of human D3 dopamine receptor | P35462 | D3R cells, DiscoveRx beta-arrestin luminescence, antagonist mode; hits give low values | max response, negative = inhibition, % | 360,000 tested, 2.5% active; in the data active = max response below about -50%; inconclusive = no clear call, values can overlap the other calls; also: % is scaled to controls: 0 for no effect and ±100 for the full control effect; mostly tested at two doses, the higher about 12 µM
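Cells plated overnight at 1500 cells/well, then exposed to library compounds with dopamine controls for 90 minutes at 37 degrees C. DiscoveRx reagent added for 30–60 minutes at room temperature; luminescence read, quantitative HTS format.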
Numbers without * were called inactive; ? = inconclusive; nt = not tested or not shown; [ ] = dose if it differs, or a comment. Unless noted, calls follow the shape of the dose curve; as a rule, active = well fitted curve in the direction sought with a large enough effect; inconclusive = small, poorly fitted or top-dose-only effect, or another doubt; inactive = no such curve, though single readings can be large; an effect the other way counts as inactive or inconclusive. Rows are unselected; about 7.8% have a hit in one of these screens.

item	SMILES	D3 antag	WRN helicase inh	PLK1 PBD inh	PI5P4K alpha inh	GLP1R ag
1	CC(=O)Nc1ccc(S(=O)(=O)NC2CC2)cc1	3	14%	-12%	5	0%
2	COc1ccc(/C=C/C(=O)O)cc1Cl	-3	6%	5%	0	2%
3	O=C(Nc1ccc(Cl)cc1)C1Cc2c(-c3ccccc3)ccnc2O1 (stereo unspecified)	-2	-3%	-2%	2	12%
4	Cc1cccc(C)c1OCc1nc2ccccc2c(=O)n1/N=C/c1ccc(OCC(=O)O)cc1	-9	-15%	-9%	1	6%
5	CCCc1c(C(=O)OCC)[nH]c2c1C(=O)CCC2	-28	-2%	?	2	-7%
6	CC(C)NC(=O)CN(c1cccc(Br)c1)S(C)(=O)=O	-3	3%	-8%	nt	-2%
7	CN(C)c1ccc(C=C2C=Cc3ccccc32)cc1	-4	-1%	4%	22	1%
8	CCOc1ccc(C2NC(=O)c3c(COC)cc(C)nc3N2Cc2ccccc2)cc1OC (stereo unspecified)	nt	nt	nt	nt	-1%
9	COC(=O)c1cc(C(=O)N2CCN(c3cccc(C)c3C)CC2)cc([N+](=O)[O-])c1	-20	-3%	-20%	-6	11%
10	COc1cc(C(=O)N(C)CCOc2ccc(C)cc2)ccc1OC1CCN(C(C)=O)CC1	11	2%	-10%	-1	-4%
11	O=C(CSc1nc2[nH]ncc2c(=O)[nH]1)Nc1cccc([N+](=O)[O-])c1	-27	-5%	5%	-6	8%
12	FC(F)Sc1nc2ccccc2[nH]1	-16	6%	-3%	1	7%
13	Cc1cc(C)cc(NC(=O)COC(=O)COc2ccc(N(C)S(=O)(=O)c3cccs3)cc2)c1	-8	-12%	1%	6	-2%
14	CC1(C)CC(=O)c2cc(-c3nc(-c4ccc(Br)cc4)cs3)c(=O)n(-c3ccccc3)c2C1	nt	nt	nt	nt	0%
15	CCCCc1nnc(NC(=O)c2oc3ccccc3c2C)s1	17	-3%	-4%	2	2%

item	GLP1R inv ag	D3 ag	HEK293 tox	IL2 activator
1	7%	6	-4%	-3.2
2	2%	11	4%	-1.2
3	?	-6	1%	0.6
4	-3%	-6	-10%	4.1
5	37%[activator]	-6	-12%	-1.2
6	0%	14	7%	-2.6
7	-3%	-3	-26%	-4.2
8	9%	-13	2%	nt
9	4µM*	-11	?	-2.6
10	20%	-1	-3%	-2.6
11	1%	-17	4%	-1.0
12	-10%	-5	-26%	0.4
13	-1%	-6	-6%	0.3
14	-10%	-13	2%	nt
15	5%	4	-15%	0.0

Single values from the list.
compound 13 in GLP1R inv ag is entered as -1%
compound 3 in PLK1 PBD inh is entered as -2%
compound 14 in GLP1R inv ag is entered as -10%

Structural class: the entries above with an aryl thioether with sulfur outside any ring.
item	SMILES	D3 antag	WRN helicase inh	PLK1 PBD inh	PI5P4K alpha inh	GLP1R ag
11	O=C(CSc1nc2[nH]ncc2c(=O)[nH]1)Nc1cccc([N+](=O)[O-])c1	-27	-5%	5%	-6	8%
12	FC(F)Sc1nc2ccccc2[nH]1	-16	6%	-3%	1	7%

item	GLP1R inv ag	D3 ag	HEK293 tox	IL2 activator
11	1%	-17	4%	-1.0
12	-10%	-5	-26%	0.4

Next results follow:
item	SMILES	D3 antag	WRN helicase inh	PLK1 PBD inh	PI5P4K alpha inh	GLP1R ag
16	Cc1ccccc1C(=O)NCC(c1ccco1)N1CCc2ccccc2C1 (stereo unspecified)	14	7%	-2%	8	0%
17	COc1ccc(/C=C2\SC(=O)N(CCC(=O)Nc3ccc(S(=O)(=O)Nc4nccs4)cc3)C2=O)cc1	7	-7%	-19%	-22	7%
18	FC(F)C(F)(F)C1=CC(c2ccccc2)=NCCN1	-2	-7%	1%	-4	-1%
19	COC(=O)CSC1=C(C#N)C(c2ccccc2OC)C(C(=O)OC)C(=O)N1 (stereo unspecified)	-16	4%	-13%	10	3%
20	CCN(CC)S(=O)(=O)c1cnccc1N1CCN(c2cccc(Cl)c2)CC1	1	-17%	-2%	16	10%
21	Nc1c(C(=O)Nc2ccccc2Cl)nnn1-c1ccc2c(c1)OCCO2	12	-3%	3%	-3	9%
22	CCCCc1nccn1CCn1ccnc1CCCC	2	9%	2%	nt	0%
23	O=C(CN1CCC(C(=O)c2ccc3c(c2)OCCO3)CC1)Nc1ccccc1C(F)(F)F	-4	-1%[57.1 µM]	5%	-3	15%
24	Cc1ccc(/C=N/NC(=O)c2ccc3c(c2)OCCO3)s1	0	2%	-3%	-6	10%
25	CCCCC1=CC2=C(c3ccco3)C(=O)C(C)(OC(=O)c3ccc(OC)cc3)C(=O)C2=CN1CC1CC1 (stereo unspecified)	-64*	4%	-19%	?	-3%
26	COc1ccc(CCNC(=O)CCn2c(=O)c3ccccc3n(Cc3ccccc3C)c2=O)cc1OC	nt	nt	nt	nt	0%
27	Cc1cccc(Nc2nc(N)c(C#N)c(CC#N)c2C#N)c1	26	0%	-1%	-54*	7%
28	COc1cccc(N2CC(C(=O)Nc3nnc(SCCN4CCOCC4)s3)CC2=O)c1 (stereo unspecified)	-5	-1%	-12%	-19	8%
29	O=C(COC(=O)c1ccc(Cl)nc1)NCc1ccc2c(c1)OCO2	11	-29%[57.1 µM]	0%	-1	-1%
30	Cc1cccc(S(=O)(=O)N(C)C[C@H]2OCc3cnnn3CCCC(=O)N([C@@H](C)CO)C[C@H]2C)c1	20	0%	-17%	9	-2%

item	GLP1R inv ag	D3 ag	HEK293 tox	IL2 activator
16	?	-22	6%	-0.3
17	17%	2	7%	-4.6
18	0%	0	4%	-0.3
19	4%	-1	20%	0.2
20	?	-5	18%	-3.7
21	-2%	26	-28%	-1.1
22	?	0	-1%	-2.4
23	?	7	-9%	-0.1
24	?	-1	0%	-2.0
25	?	-36	19%	-0.2
26	9%	0	1%	nt
27	156%[activator]	5	10%	-4.8
28	27%	-1	-3%	-1.4
29	7%	2	-6%[1.53 µM]	0.6
30	9%	8	5%	-2.1

Next compounds follow:
item	SMILES	D3 antag	WRN helicase inh	PLK1 PBD inh	PI5P4K alpha inh	GLP1R ag
31	C[C@@H]1CN([C@H](C)CO)C(=O)Cc2cc(NC(=O)CCC(F)(F)F)ccc2O[C@@H]1CN(C)C(=O)Nc1ccccc1	-4	5%	-7%	-3	0%
32	Cc1cc(-n2cnc(-c3cn(C)nc3C)n2)no1	7	-3%	0%	-2	7%
33	CC(C)(C)c1ccc2c(c1)OC(C(=O)N/N=C\c1ccccn1)CO2 (stereo unspecified)	-10	-11%	-8%	9	-4%
34	Cc1ccc(NC(=O)c2ccc3c(c2)OCCO3)cc1C	1	-25%	-4%	6	-1%
35	CCC(=O)N1C(Cc2ccccc2)COC1(C)C (stereo unspecified)	3	-3%	-3%	3	4%
36	COC(=O)c1cc(OC)c(OC)cc1NC(=O)C(C)Sc1ccc(C)cc1 (stereo unspecified)	21	-15%	-1%	nt	18%
37	O=C(NCCCN1CCCC1=O)C1CCN(S(=O)(=O)c2c(Cl)cccc2Cl)CC1	12	6%	-8%	-1	0%
38	CCOC(=O)C1(CC)NC(c2cccc(F)c2)C2C(=O)N(CC)C(=O)C21 (stereo unspecified)	-13	1%	-5%	4	4%
39	COc1ccc(C(C)=O)cc1Cn1nnc(-c2ccccc2Br)n1	-15	-4%	-13%	-9	0%
40	Cc1cccc(/C(N)=N/OC(=O)CCC2CCCCC2)c1	1	1%	1%	12	6%
41	Cc1ccc2c(c1)C(O)(CC(=O)c1ccc(C)s1)C(=O)N2 (stereo unspecified)	-3	4%	?	-4	10%
42	Cc1cccc(NC(=O)c2ccc(COc3ccccc3[N+](=O)[O-])o2)n1	3	-11%	7%	-2	10%
43	CC1CCc2c(sc(NC(=O)c3ccccc3C(=O)O)c2C#N)C1 (stereo unspecified)	0	-12%	-3%	-3	6%
44	COc1ccc(/C=C/c2c([N+](=O)[O-])c(=O)n(C)c(=O)n2C)cc1O	2	8%	-7%	1	-10%
45	O=C1NN=C(c2ccc(Cl)cc2)CC1c1cccc(Br)c1 (stereo unspecified)	-4	-14%	-6%	1	23%

item	GLP1R inv ag	D3 ag	HEK293 tox	IL2 activator
31	10%	9	-2%	1.2
32	4%	1	5%	-3.1
33	?	6	?	-3.9
34	?	-6	-16%	-4.1
35	4%	5	-1%	-0.3
36	0%	22	-14%	-0.9
37	2%	-11	11%	0.8
38	1%	-5	-2%	1.9
39	3%	0	-12%	-4.9
40	7%	1	2%	1.0
41	-2%	2	-23%	-1.7
42	?	-4	6%	-0.5
43	2%	-4	8%	0.1
44	0%	-4	?	-2.7
45	?	8	-4%	2.5

One compound at a time, from the list above. Order of screens: D3 antag, WRN helicase inh, PLK1 PBD inh, PI5P4K alpha inh, GLP1R ag, GLP1R inv ag, D3 ag, HEK293 tox, IL2 activator
COc1cc(C(=O)N(C)CCOc2ccc(C)cc2)ccc1OC1CCN(C(C)=O)CC1 as listed: 11, 2%, -10%, -1, -4%, 20%, -1, -3%, -2.6
CC(C)(C)c1ccc2c(c1)OC(C(=O)N/N=C\c1ccccn1)CO2 (stereo unspecified) as listed: -10, -11%, -8%, 9, -4%, ?, 6, ?, -3.9

More results.
item	SMILES	D3 antag	WRN helicase inh	PLK1 PBD inh	PI5P4K alpha inh	GLP1R ag
46	CC1(C(=O)NS(=O)(=O)c2ccc3c(c2)CCO3)CCN1C(=O)COc1ccc(Cl)cc1 (stereo unspecified)	18	1%	-6%	3	-7%
47	CC1CC(=O)N(CC(=O)Nc2ccc(F)cc2F)c2ccccc2S1(=O)=O (stereo unspecified)	10	-3%	6%	-1	0%
48	c1ccc(N2CCN(Cc3cnc(N4CCOCC4)s3)CC2)cc1	?	-32%	-4%	3	5%
49	Cc1c(C(=O)OCC(=O)N2CC(=O)Nc3ccccc32)oc2ccccc12	1	-5%	-5%	nt	12%
50	CN(C(=O)CSc1ncnc2sc3c(c12)CCC3)C1CCS(=O)(=O)C1 (stereo unspecified)	13	6%	?	-2	-2%

item	GLP1R inv ag	D3 ag	HEK293 tox	IL2 activator
46	21%	1	1%	0.8
47	-18%	4	-26%	-1.2
48	?	-10	?	-2.8
49	0%	-6	-10%	-2.9
50	15%	9	-31%	0.2
